MOR-DOR ag: agonists of human mu-delta opioid receptor heterodimerization; cells, OPRM1-OPRD1 heterodimerization, luminescence; activation, % at 9.3 µM; hit rate 0.3% among 340,000; AID 504326; in the data active = activation above about 18%;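 also: 0% = vehicle-treated cells and 100% = reference agonist; values of inactives mirror those of a sister screen read the other way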
OPRM1-OPRD1 inv: inverse agonists of human mu-delta opioid receptor heterodimerization; P35372+P41143; cell-based MOR-DOR heterodimer luminescence, inverse agonism; inhibition, % at 9.3 µM; hit rate 0.21% among 340,000; in the data active = inhibition above about 22%, passing the limit was not always enough;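 also: 0% = cells with DMSO and 100% = wells without cells with DMSO; values of inactives mirror those of a sister screen read the other way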
HTR5A ag: HTR5A agonism, opioid heterodimer counter-screen; hit rate 0.61% among 340,000; HTR5A agonist assay, luminescence, cell-based; AID 504692; P47898; activation, % at 9.3 µM; in the data active = activation mostly above about 9.5%, no sharp cut-off; inactive = mostly below about 7.6%;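 also: 0% = cells with vehicle only and 100% = reference agonist; strong numbers were not always called active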
PKA-R1A act: activates the PKA-R1A holoenzyme complex; activation, % at 11.4 µM; P00514+P68181; PKA-R1A dissociation, Cy5-IP20 fluorescence polarization; scaled: DMSO 0%, 113 µM cGMP 100%; hit rate 0.083% among 340,000; AID 504707;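 active = percent activation above the mean of all tested compounds plus 3 SD, cut at about 19% in these data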;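 also: higher means more PKAc released from R1A so a rise in polarization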
DSG3 Ab inh: blocks pemphigus antibody binding to human desmoglein-3; binding (percent of control), % at 10 µM; DSG3-coupled beads, scFv-anti-DSG3-GFP binding, flow cytometry; hits give low values; hit rate 0.48% among 310,000;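 active = binding more than 3 SD below its plate's average and above zero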;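 also: hits lower antibody fragment binding to DSG3; some compounds called inactive have numbers as strong as hits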
Target sequence (P32926 whole entry, looked up, the tested form may be a part): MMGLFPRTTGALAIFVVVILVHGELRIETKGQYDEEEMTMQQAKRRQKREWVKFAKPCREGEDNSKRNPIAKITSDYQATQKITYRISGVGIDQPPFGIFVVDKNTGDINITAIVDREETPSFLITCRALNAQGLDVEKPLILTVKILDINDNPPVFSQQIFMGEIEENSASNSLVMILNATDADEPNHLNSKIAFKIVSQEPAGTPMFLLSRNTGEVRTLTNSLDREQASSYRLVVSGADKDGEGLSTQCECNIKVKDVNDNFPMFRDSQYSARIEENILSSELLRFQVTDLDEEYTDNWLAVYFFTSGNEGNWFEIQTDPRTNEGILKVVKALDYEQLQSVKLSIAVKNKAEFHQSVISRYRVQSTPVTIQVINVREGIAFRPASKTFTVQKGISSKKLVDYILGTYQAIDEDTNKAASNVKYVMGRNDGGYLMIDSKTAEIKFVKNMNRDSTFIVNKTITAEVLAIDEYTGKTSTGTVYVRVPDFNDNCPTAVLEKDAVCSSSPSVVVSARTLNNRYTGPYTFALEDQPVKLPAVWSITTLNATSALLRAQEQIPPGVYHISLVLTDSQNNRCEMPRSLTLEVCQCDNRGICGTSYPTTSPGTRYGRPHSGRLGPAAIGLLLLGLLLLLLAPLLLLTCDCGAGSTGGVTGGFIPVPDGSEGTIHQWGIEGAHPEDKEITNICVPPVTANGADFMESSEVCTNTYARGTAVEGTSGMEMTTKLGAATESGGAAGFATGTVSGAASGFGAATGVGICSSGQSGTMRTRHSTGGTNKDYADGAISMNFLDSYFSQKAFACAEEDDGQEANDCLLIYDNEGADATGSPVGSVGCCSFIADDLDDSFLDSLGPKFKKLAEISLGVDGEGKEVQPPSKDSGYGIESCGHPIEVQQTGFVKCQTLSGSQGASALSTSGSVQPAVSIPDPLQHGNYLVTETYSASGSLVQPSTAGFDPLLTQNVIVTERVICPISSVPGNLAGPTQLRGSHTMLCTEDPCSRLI
Mot1-301 SUMO: inhibitors of SUMOylation pathway: yeast Mot1-301 growth rescue | S. cerevisiae Mot1-301 growth rescue, ATP luminescence, 38.5C; percent above DMSO median, 100 means doubled | growth rescue, % at 18.8 µM | hit rate 1% among 320,000 | AID 2716;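 active = every valid replicate shows activation above 250% relative to neutral control wells; inactive = the rest, any valid replicate at or below 250%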;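 also: OY570 slx delta 5 strain wells were the positive control but not used for scaling; some compounds called inactive have numbers as strong as hits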
PfHsp90 set2: inhibits growth of yeast expressing Plasmodium falciparum Hsp90; S. cerevisiae expressing PfHsp90, BacTiter-Glo ATP, 48 h; yeast lacking PDR1 and PDR3 efflux regulators; hit rate 0.32% among 310,000; inhibition, % at 9.4 µM;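 active = every replicate shows inhibition above about 80%, whatever the replicate mean, limit read from the data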;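 also: 0% = DMSO neutral controls and 100% = 20 µM radicicol positive controls; yeast relying on Plasmodium falciparum Hsp90 in place of its own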
AddAB inh: less growth of phage-infected E. coli with AddAB | E. coli expressing H. pylori AddAB, absorbance growth | inhibition, % at 11.9 µM | hit rate 0.29% among 330,000 | AID 435030; in the data active = inhibition above about 12%;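 also: 0% = vehicle wells of infected cells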
phage Ecoli inh: E. coli growth loss with phage present | growth absorbance | inhibition, % at 11.9 µM | hit rate 0.26% among 360,000; in the data active = inhibition above about 11%
Ecoli viability: bacterial growth inhibition, counter-screen for AddAB inhibitors. E. coli V3065 growth, OD600 absorbance, 18 h. inhibition, % at 11.9 µM. hit rate 0.27% among 330,000. AID 449728;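 active = inhibition above the campaign's mean inhibition across all tested compounds plus 3 SD, cut at about 9.9% in these data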;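 also: uninfected addAB+ strain grown without phage in ampicillin broth; 0% = DMSO wells and 100% = ciprofloxacin 0.95 µg/ml wells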
HTR5A inv ag: HTR5A inverse agonism, opioid heterodimer counter-screen; P47898; HTR5A cell line, luminescence; inhibition, % at 9.3 µM; hit rate 0.083% among 340,000; AID 504634; in the data active = inhibition mostly above about 23%, no sharp cut-off; inactive = mostly below about 18%;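 also: 0% = cells with DMSO and 100% = no-cell wells with DMSO; some compounds called inactive have numbers as strong as hits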
Numbers without * were called inactive; x = no result given. Not a hit list; overall some 3.2% were active at least once.

SMILES	MOR-DOR ag	OPRM1-OPRD1 inv	HTR5A ag	PKA-R1A act	DSG3 Ab inh	Mot1-301 SUMO	PfHsp90 set2	AddAB inh	phage Ecoli inh	Ecoli viability	HTR5A inv ag
C/C(=N\NC(=O)CCc1ccc(S(=O)(=O)N2CCOCC2)cc1)c1ccccc1Cl	-0.3	2	-1	-17	100	-19	2	2.0	2.0	2.1	2
CCCn1c(C(O)c2cccc(OC)c2)nc2ccccc21 (stereo unspecified)	-1.4	7	2	0	92	x	-6	x	1.5	x	-8
CC(=O)c1ccc(N2CCN(C(=O)/C=C/c3ccc4ccccc4n3)CC2)cc1	0.3	-2	1	4	104	263	1	0.7	5.3	1.2	10
C=CCn1c(C)nnc1SCC(=O)Nc1ccccc1C(=O)NC1CC1	-1.6	8	1	9	106	x	29	x	1.8	x	-3
COc1ccccc1NS(=O)(=O)c1ccc(C(=O)Nc2ncccc2O)cc1	-3.5	19	1	-7	99	19	-8	-1.6	x	-2.5	-5
CSc1ncccc1C(=O)NCC(c1ccco1)N1CCCCC1 (stereo unspecified)	1.0	-4	-1	-9	105	-12	-17	-1.0	0.8	-0.4	2
COCC(CN1CCN(C2=NS(=O)(=O)c3ccccc32)CC1)OC(=O)c1ccc(OC)cc1 (stereo unspecified)	-1.9	10	1	-2	101	-14	-1	2.5	1.5	-0.1	14
O=C(CC1(O)C(=O)Nc2ccccc21)c1ccc(-n2cnnn2)cc1 (stereo unspecified)	-8.8	40*	-4	3	x	5	-3	-1.9	2.5	-1.2	15
O=C1c2ccccc2C(Nc2ccc3c(c2)OCO3)N1Cc1ccc2c(c1)OCO2 (stereo unspecified)	-0.2	1	1	-7	94	-10	0	0.8	2.2	3.1	-4
NC(=S)Nc1cccc2[nH]ccc12	-1.1	7	2	-5	89	-9	-8	-0.9	8.4	-1.3	-4
COc1cc(CCC(=O)OCC(=O)Nc2ccc(F)cc2F)cc(OC)c1OC	-0.7	4	-1	-6	103	-11	-11	2.0	1.5	-2.6	-2
CCC(=O)OCOc1ccc(/C=C2/CCC(CN(C)C)C2=O)cc1 (stereo unspecified)	-6.5	28	-3	-13	106	x	143*	x	-1.6	x	12
CC(=O)Nc1ccc(S(=O)(=O)N2CCCC3CCCCC32)cc1 (stereo unspecified)	-2.2	9	1	-21	103	6	-2	-0.3	2.1	1.2	-2
CCC(C)(C)NC(=O)CN(Cc1ccc2c(c1)OCO2)C(=O)CCC(=O)Nc1ccccn1	-3.3	14	4	6	105	-13	-2	3.3	3.8	-1.1	14
COCCNCC(=O)Nc1ccccc1Sc1ccccc1	-1.5	10	5	1	85	41	-12	-1.0	0.6	0.3	7
Cc1cc(C)cc(NC(=S)/C(=C(\[O-])c2ccc(Cl)cc2Cl)[n+]2ccc(C(C)(C)C)cc2)c1	-2.9	15	1	3	99	167	6	-0.4	4.1	0.8	-4
COc1cc(OC)c(C2=NOC(C(=O)Nc3cc(C)nn3-c3ccccc3)C2)cc1Cl (stereo unspecified)	-0.8	5	-4	-2	104	326	21	1.8	2.4	2.0	12
CC(=O)C1C(=O)c2c(cccc2[N+](=O)[O-])C1=Nc1ccc(S(N)(=O)=O)cc1 (stereo unspecified)	2.4	-18	6	5	100	-4	-9	2.2	0.6	0.4	10
COCCNC(=O)c1ccc(C(=O)NCCOC)s1	-2.0	10	4	-3	98	1	24	3.5	1.6	-0.8	0
CCC(C(=O)NCc1ccco1)N(C(=O)CNS(=O)(=O)c1ccccc1)c1ccc(OC)cc1 (stereo unspecified)	0.7	-4	2	4	99	13	-25	2.6	3.2	-3.2	-3
COc1ccc(CCNC(=S)NC(=O)c2ccccc2)cc1OC	-1.8	10	0	13	101	6	3	1.8	0.2	0.7	-22
Cc1cc(Oc2ncccc2[N+](=O)[O-])c2cc(Cl)ccc2n1	0.1	-1	1	-7	115	15	10	1.5	1.4	2.5	-21
Cc1ccc(SCC(=O)NNC(=O)c2cncc(Br)c2)cc1	-2.6	14	0	6	127	1	-22	0.6	3.5	-1.0	0
O=C(CN1C(=O)NC2(CCCCCC2)C1=O)NCc1ccco1	-0.6	3	-1	-1	x	x	10	0.2	3.2	-1.4	-12
CCc1noc(C)c1C(=O)NNC(=O)c1ccc(N(CC)CC)cc1	-6.5	25	4	-6	x	13	22	2.2	1.2	3.9	-10
CC(Cc1ccccc1)NC(=O)CN1C(=O)c2ccccc2S1(=O)=O (stereo unspecified)	-2.1	11	5	-6	102	-5	-7	1.2	-1.2	0.5	-5
Cc1ccc(C(C2C(=O)CC(C)(C)CC2=O)C2C(=O)CC(C)(C)CC2=O)s1	-1.0	5	4	-5	102	-24	3	0.8	x	0.7	-8
CC(=O)N1CCN(S(=O)(=O)c2cccc(C(=O)Nc3ccc(OC(F)F)cc3)c2)CC1	0.2	-1	-1	-11	x	-1	-4	2.3	1.4	1.8	-11
CCN(CC)c1ccc(/C=N/N2C(C)CCCC2C)c(O)c1 (stereo unspecified)	2.9	-16	-3	4	93	10	-8	4.1	0.2	-0.1	8
CC(O)[C@H]1CNCCN1CCc1cc(C(F)(F)F)cc(C(F)(F)F)c1 (stereo partly specified)	0.1	-1	1	-4	119	-10	3	-1.6	4.5	1.3	-7
Cn1c(SCc2ccccc2F)nnc1-c1ccccn1	-4.0	20	0	3	100	-7	8	0.8	2.2	0.5	0
CCOc1ccc(S(=O)(=O)NN=C(C)c2cccnc2)cc1	-4.0	15	8	7	x	4	-15	0.7	3.1	1.7	-21
O=C(Cc1cccs1)N1CCCC(c2nc3c(nnn3Cc3cccc(Cl)c3)c(=O)[nH]2)C1 (stereo unspecified)	-1.8	10	-3	-4	97	6	x	0.3	x	-1.6	1
Cc1ccc2nc(SCC(=O)Nc3oc(C)c4c(C)n[nH]c(=O)c34)[nH]c2c1	-4.7	18	2	9	104	-6	-8	0.8	0.7	-3.3	-29
CSCCC(NC(=O)c1ccccc1)C(=O)O (stereo unspecified)	1.2	-6	1	-15	106	-6	-6	1.7	2.0	-2.2	-4
CC(C)c1ccc(NC(=O)COC(=O)[C@H](CCC(N)=O)NC(=O)c2ccc(F)cc2)cc1	0.7	-3	2	-4	95	21	-10	3.3	2.8	2.1	32

Retrieved by structure from above (2):
SMILES	MOR-DOR ag	OPRM1-OPRD1 inv	HTR5A ag	PKA-R1A act	DSG3 Ab inh	Mot1-301 SUMO	PfHsp90 set2	AddAB inh	phage Ecoli inh	Ecoli viability	HTR5A inv ag
Cn1c(SCc2ccccc2F)nnc1-c1ccccn1	-4.0	20	0	3	100	-7	8	0.8	2.2	0.5	0
CC(O)[C@H]1CNCCN1CCc1cc(C(F)(F)F)cc(C(F)(F)F)c1 (stereo partly specified)	0.1	-1	1	-4	119	-10	3	-1.6	4.5	1.3	-7

Continued:
SMILES	MOR-DOR ag	OPRM1-OPRD1 inv	HTR5A ag	PKA-R1A act	DSG3 Ab inh	Mot1-301 SUMO	PfHsp90 set2	AddAB inh	phage Ecoli inh	Ecoli viability	HTR5A inv ag
CCOC(=O)Cn1c(=O)oc2cc(S(=O)(=O)NC(C)(C)CC)ccc21	-2.8	15	3	-4	92	643*	-9	0.8	1.8	0.3	15
C/C(=N\N1C(=O)c2ccccc2NC1c1ccco1)c1ccccc1O (stereo unspecified)	-3.4	16	3	-13	97	-10	11	0.3	0.8	-1.7	-9
CC1=CC(=C(C#N)C#N)C=C(C)N1CCN1CCN(C(=O)Nc2cccc(Cl)c2)CC1	0.6	-3	0	4	103	-13	-10	2.3	1.6	-1.1	0
COc1ccccc1-n1c(SCC(=O)Nc2cccc(C)c2)nc2c(c1=O)SCC2	-1.0	6	1	-3	97	-1	-2	-1.7	1.8	0.9	-4
O=C1C(Cl)=C(NCC2CCCO2)C(=O)N1Cc1ccccc1 (stereo unspecified)	0.3	-1	-8	-5	104	6	x	2.4	2.9	0.3	20
CCn1c(SCC(=O)N/N=C/c2cccs2)nc2ccccc21	-1.1	7	-2	-6	108	6	-3	3.0	1.9	0.0	4
CCc1ccc(NC(=O)C(=O)NCCN2CCN(S(C)(=O)=O)CC2)cc1	-2.1	11	0	3	95	x	-16	0.7	1.8	1.4	8
Cc1ccc(S(=O)(=O)N2CCC(C(=O)N3CCCC(C(F)(F)F)C3)CC2)cc1C (stereo unspecified)	-0.5	3	3	1	99	53	x	3.5	-0.2	-0.4	-7
Cc1nc(-c2ccc(F)cc2)c(CC(=O)N(C)CC(=O)Nc2c(C)cccc2C)s1	-0.9	6	2	-10	101	x	-1	x	1.2	x	-7
Cc1ccccc1C(=O)NC(=S)N(C)C1CCCCC1	-1.7	5	7	-4	111	-1	-22	-1.0	-2.9	0.9	3
Cc1ccc(C(=O)CCC(=O)N2CCC(C(N)=O)CC2)cc1	-1.0	6	3	-6	97	223	2	5.1	4.9	0.9	-8
Cc1cc(NC(=O)CCC(=O)N(Cc2ccc(F)cc2)C(C(=O)NC2CCCC2)c2ccco2)no1 (stereo unspecified)	0.6	-5	-1	-5	117	113	0	2.0	1.5	0.8	4

By substructure: the compounds so far with an aryl thioether with sulfur outside any ring
SMILES	MOR-DOR ag	OPRM1-OPRD1 inv	HTR5A ag	PKA-R1A act	DSG3 Ab inh	Mot1-301 SUMO	PfHsp90 set2	AddAB inh	phage Ecoli inh	Ecoli viability	HTR5A inv ag
C=CCn1c(C)nnc1SCC(=O)Nc1ccccc1C(=O)NC1CC1	-1.6	8	1	9	106	x	29	x	1.8	x	-3
CSc1ncccc1C(=O)NCC(c1ccco1)N1CCCCC1 (stereo unspecified)	1.0	-4	-1	-9	105	-12	-17	-1.0	0.8	-0.4	2
COCCNCC(=O)Nc1ccccc1Sc1ccccc1	-1.5	10	5	1	85	41	-12	-1.0	0.6	0.3	7
Cc1ccc(SCC(=O)NNC(=O)c2cncc(Br)c2)cc1	-2.6	14	0	6	127	1	-22	0.6	3.5	-1.0	0
Cn1c(SCc2ccccc2F)nnc1-c1ccccn1	-4.0	20	0	3	100	-7	8	0.8	2.2	0.5	0
Cc1ccc2nc(SCC(=O)Nc3oc(C)c4c(C)n[nH]c(=O)c34)[nH]c2c1	-4.7	18	2	9	104	-6	-8	0.8	0.7	-3.3	-29
COc1ccccc1-n1c(SCC(=O)Nc2cccc(C)c2)nc2c(c1=O)SCC2	-1.0	6	1	-3	97	-1	-2	-1.7	1.8	0.9	-4
CCn1c(SCC(=O)N/N=C/c2cccs2)nc2ccccc21	-1.1	7	-2	-6	108	6	-3	3.0	1.9	0.0	4

Assay outcomes from PubChem.
